# AMA1-RON2 inh = qHTS for Inhibitors of AMA1-RON; Towards Development of Antimalarial Drug Lead: Primary Screen; AlphaScreen AMA1-biotinylated RON2 peptide binding; hit rate 0.2% among 360,000; AID 720542, 2013; Potency, µM (series often up to 58.2 µM), inactives show at the highest dose activity change, negative = inhibition, usual class: inhibitors; Plasmodium falciparum AMA1 (3D7) - RON2 peptide interaction;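 further: potency means the concentration at half of the fitted maximal effect; 0% = vehicle wells and -100% = peptide control; nearly all actives have a fitted effect of over 45% in size; some results filed as inactive show a strong effect at the top dose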
#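 AMA1 (3D7) with his tag at 25 nM final met compounds first, then biotinylated RON2 peptide at 25 nM; detection used donor plus acceptor beads, 10 µg/mL apiece, read by AlphaScreen after 30 min at room temperature.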
# CHX counter = Cycloheximide Counterscreen for Small Molecule Inhibitors of Shiga Toxin | cell reporter, cycloheximide protein synthesis inhibition counterscreen | max response, % | hit rate 12% among 300,000 | AID 2314, 2010; in the data active means max response mostly above about 13%, no sharp cut-off; inactive means mostly below about 14%; further: read at 38.3 µM for the half of the compounds with a filed dose; 0% is about no effect
# FBPA Giardia inh = qHTS Assay for Inhibitors of Fructose-1,6-bisphosphate Aldolase from Giardia Lamblia; purified Giardia FBPA; Potency, µM (highest dose often 59.6 µM), without a hit: top-dose activity, negative = inhibition, actives largely listed as inhibitors; hit rate 0.71% among 290,000; AID 2451, 2010; further: potency means the concentration at half of the fitted maximal effect; on the % scale 0 is the no-effect control and ±100 the full control effect; nearly all actives have a fitted effect of over 55% in size
# Target sequence (A8B2U2 whole entry, looked up): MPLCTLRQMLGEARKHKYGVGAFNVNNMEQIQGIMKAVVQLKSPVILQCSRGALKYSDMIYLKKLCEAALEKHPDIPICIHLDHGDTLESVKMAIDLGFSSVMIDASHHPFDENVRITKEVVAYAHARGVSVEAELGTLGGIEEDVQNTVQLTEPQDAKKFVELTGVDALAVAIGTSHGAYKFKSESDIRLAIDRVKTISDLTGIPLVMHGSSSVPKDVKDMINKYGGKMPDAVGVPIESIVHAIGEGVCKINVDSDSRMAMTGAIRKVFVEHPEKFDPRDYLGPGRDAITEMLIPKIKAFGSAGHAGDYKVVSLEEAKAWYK
#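 40 nM FBPA preincubated 10 min at RT with compound (up to 57.5 uM final), then substrate plus GAPDH/TPI/NAD/arsenate coupling and diaphorase/resazurin added. Fluorescence read after 20 min at RT, 525/598 nm.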
# Shiga toxin inh = A qHTS for Small Molecule Inhibitors of Shiga Toxin; Vero cells, Shiga toxin protein synthesis inhibition reporter; inhibition, % at 38.7 µM; hit rate 9.2% among 290,000; AID 2315, 2010; in the data active means inhibition mostly above about 28%, no sharp cut-off; inactive means mostly below about 43%; further: 0% is about no effect
# AmpC inh detg = qHTS Inhibitors of AmpC Beta-Lactamase (assay with detergent). Potency, µM (top dose mostly 114 µM), without a hit: at the highest dose activity change, negative = inhibition, usual class: inhibitors. hit rate 0.041% among 370,000. P00811. AID 485294, 2010. AmpC hydrolysis of nitrocefin, absorbance 480 nm, 0.01% Triton;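 further: potency means the concentration at half of the fitted maximal effect; 0% = no-compound wells and -100% = no-enzyme wells; nearly all actives have a fitted effect of over 25% in size; some results filed as inactive show a strong effect at the top dose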
# Target sequence (P00811 whole entry, looked up): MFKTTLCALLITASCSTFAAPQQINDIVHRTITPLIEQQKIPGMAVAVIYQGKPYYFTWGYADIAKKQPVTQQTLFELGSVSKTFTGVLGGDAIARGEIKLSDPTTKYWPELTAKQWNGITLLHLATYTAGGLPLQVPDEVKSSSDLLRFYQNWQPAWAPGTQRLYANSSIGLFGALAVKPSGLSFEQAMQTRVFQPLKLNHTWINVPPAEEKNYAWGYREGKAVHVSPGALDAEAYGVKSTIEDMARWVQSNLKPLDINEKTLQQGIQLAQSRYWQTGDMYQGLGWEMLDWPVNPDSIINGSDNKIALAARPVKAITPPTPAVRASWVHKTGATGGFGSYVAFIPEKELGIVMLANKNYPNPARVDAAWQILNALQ
#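 20 mM phosphate pH 7.0 + 0.01% (detergent screen) or 0.0001% Triton X-100; 5.3 nM AmpC reagent; cpd preinc 15 min RT; nitrocefin (800 uM stock) to start; A480 q20 s × 4 min; Activity was normalised to no-enzyme and no-compound control wells.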
# AmpC no deterg = qHTS Inhibitors of AmpC Beta-Lactamase (assay without detergent). AmpC nitrocefin hydrolysis, absorbance 480 nm, 0.0001% Triton. Potency, µM (titrated, usually from 57.1 µM), inactives show at the highest dose activity change, negative = inhibition, usual class: inhibitors. AID 485341, 2010. P00811. hit rate 0.52% among 330,000;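 further: potency means the concentration at half of the fitted maximal effect; plate controls were no compound for no effect and no enzyme for full effect; nearly all actives have a fitted effect of over 20% in size; some results filed as inactive show a strong effect at the top dose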
#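 AmpC (5.3 nM in the dispensed reagent) in 20 mM phosphate pH 7.0 with 0.01% (detergent screen) or 0.0001% Triton X-100 was preincubated with compounds for 15 min at room temperature. Nitrocefin was then added from an 800 uM solution, and hydrolysis was followed at 480 nm.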
# HCMV antiviral = qHTS Assay for inhibitors of the human cytomegalovirus (HCMV); hit rate 4.5% among 410,000; activity change, negative = inhibition, % at 57.5 µM; HFF cells, HCMV-luciferase reporter, 72 h; active compounds read low; in the data active means activity change below about -60%; inconclusive means no clear call, values can overlap the other calls; inactive means above about -39%; further: on the % scale 0 is the no-effect control and ±100 the full control effect
#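 Cell-based, HFFs, 1000 cells/well, 16 h 37C; cpds in DMSO + HCMV-luc, MOI 1 PFU/cell; 72 h 37C; OneGlo luminescence after 5 min RT; norm. to buffer vs Salinomycin 10uM.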
# * hit, by the source's call; u = inconclusive; x = not tested or not shown; & = joins results of further samples; [ ] = another dose, or the depositor's remark. Unless noted, the call rests on the fitted dose curve; in most records, active means well fitted curve in the direction sought with a large enough effect; inconclusive means small, poorly fitted or top-dose-only effect, or another doubt; inactive means no such curve, though single readings can be large; an effect the other way counts as inactive or inconclusive.
structure	AMA1-RON2 inh	CHX counter	FBPA Giardia inh	Shiga toxin inh	AmpC inh detg	AmpC no deterg	HCMV antiviral
CCOc1ccccc1NC(=O)c1cc(S(=O)(=O)N2CCC3(CC2)OCCO3)ccc1F	17%	9	4%	4	-6%	-18%	-18
O=C(Cc1cccc2ccccc12)N/N=C/c1ccc(F)cc1	6%	-1	4%	-15	-12%	-38%	-18
Cn1c2ccc(F)cc2c2ncn(CCCN(CCO)CCO)c(=O)c21	3%	18	-8%	-27	-8%	11%	68
CCN(CC)c1ccc(/C=c2\sc3nnc(-c4ccccc4Cl)n3c2=O)cc1	-9%	2	2%	-3	4%	-16%	-9
C(=Nc1ccc(N2CCOCC2)cc1)c1c[nH]c2ccccc12	-18%	42*	u	89*	3%	31%	-11
CCOC(=O)C1CCCN(S(=O)(=O)c2ccc(C)cc2)C1 (stereo unspecified)	-1%	4	1%	9	-4%	-7%	30
COc1ccc2sc(-c3ccccc3OC)c(-c3ccc(O)cc3)c2c1	-11%	x	x	x	3%	-28%	-34
Cc1[nH]n(-c2nc(-c3cccc([N+](=O)[O-])c3)cs2)c(=O)c1C	58%[activator]	37*	-27%	54*	u	u	54
COc1cccc(C(=O)NCCCNC(=O)c2ccco2)c1	-2%	-2	-8%	-4	-11%	-1%	-23
COC(=O)c1sc(N)c(C(=O)OC)c1COC(=O)[C@@H](NS(=O)(=O)c1cccc(Cl)c1)C(C)C	0%	-2	1%	-8	u	-12%	-36
CCOc1ccc2[nH]c(=O)c(CN(CCN3CCCC3)C(=S)Nc3ccccc3OC)cc2c1	-7%	-5	-6%	-7	12%	89%[activator]	-2
COc1ccc(N(CC(=O)NN=C2CCCCCCC2)S(=O)(=O)c2ccccc2)cc1Cl	-2%	6	-1%	8	-5%	-9%	-21
COc1ccc(C(=O)C[n+]2ccccc2/C=N/O)cc1	12%	19*	-2%	56	-1%	-17%	67
Cc1ccc(Cn2nc(C)c(NC(=O)C3CC3)c2C)cc1	-3%	-8	1%	1	-2%	-10%	-5
O=C1c2ccccc2C(=O)N1CCc1nc2ccccc2c(=O)n1Cc1ccco1	3%	-4	7%	-18	-14%	-13%	29
Cn1c(=O)oc2cc(S(=O)(=O)Nc3ccc(Cl)cc3F)ccc21	-2%	-3	8%	4	-5%	-28%	14
CC(=O)N(C)c1cccc(-c2ccc3nnc(C)n3n2)c1	0%	-2	7%	-2	-8%	-10%	x
COc1ccccc1N1CCN(C2CCCN(C(=O)c3cscn3)C2)CC1 (stereo unspecified)	-1%	-5	-6%	6	-4%	-10%	-31
CCCNC(=O)N1CCN(Cc2ccco2)CC1	-12%	-3	1%	-16	5%	-19%	-22
Cn1c(CN2CCOCC2)nnc1SCc1ccc(C#N)cc1	9%	0	5%	12	-4%	-11%	9

# The results go on:
structure	AMA1-RON2 inh	CHX counter	FBPA Giardia inh	Shiga toxin inh	AmpC inh detg	AmpC no deterg	HCMV antiviral
NC1=NC(=O)/C(=C/c2ccc(OCC(=O)O)cc2)S1	-12%	-1	-2%	-7	1%	-1%	u
CC(=O)C1=C(c2ccccc2)NC(=S)NC1c1ccc(O)c(O)c1 (stereo unspecified)	u	-2	-18%	-1	-2%	-28%	-16
Cc1cc(CCCCCCCCc2cc(C)cc(=O)o2)oc(=O)c1	11%	-1	6%	-2	-8%	-9%	-22
COc1ccc(-n2c(C)cc(=O)c3c2CC(C)(C)CC3=O)cc1	8%	-2	1%	-5	0%	-15%	-6
Cc1ccc(-n2nnnc2SCC(=O)Nc2cccc(NC(=O)c3ccco3)c2)cc1C	-1%	12	3%	27	1%	-43%	u
Cc1ccc(Oc2ccc(OCC(=O)NC(CC(C)C)C(=O)O)cc2)cc1 (stereo unspecified)	3%	1	14%	-5	u	-20%	-65*
O=C(Nc1nc(-c2cc3ccccc3o2)cs1)c1ccc(S(=O)(=O)N2CCCC2)cc1	15%	-6	3%	14	-7%	18µM*	-84*
CC1CCCN(C(=O)NC(=O)c2ccc(Cl)cc2)C1 (stereo unspecified)	-1%	2	x	29	6%	0%	-9
CCCN1CCN(C(=O)c2ccc(Sc3ccc(C)cc3)c(NC(C)=O)c2)CC1	13%	-1	7%	14	-8%	94%[activator]	-5
Cc1ccc(NC(=S)N(CCCN2CCCC(C)C2)Cc2ccco2)cc1C (stereo unspecified)	11%	-1	2%	14	-8%	15%	-1
CCOc1ccc(-c2nnn(CC(=O)NCc3ccccc3)n2)cc1	-8%	3	6%	-8	1%	-15%	57
COC(=O)CSc1ccc2nnc(CCNS(=O)(=O)c3ccc(C)cc3)n2n1	-7%	5	-1%	10	0%&16%	-7%	-5&7
Cc1sc2ncnc(SCC(=O)NNC(=O)c3ccco3)c2c1C	60%[activator]	-3	2%	-2	u	-17%[11.4 µM]	11
CC(C)N(Cc1ccccc1)C(=S)Nc1ccc(F)cc1	3%	1	0%	5	-11%	-15%	-11
Cc1ccsc1C1Nc2ccccc2C(=O)N1O (stereo unspecified)	23%	20*	-30%	47*	u	-17%	u
Cc1cc(C)c([C@@H]2C[C@H]3CN(C4CCCC4)C(=O)[C@]34CCCN24)c(-n2cccn2)c1	0%	7	0%	23	-4%	52%	21
COC(=O)Cn1c(CN(Cc2ccccc2)Cc2ccccc2)nc2c1c(=O)[nH]c(=O)n2C	18%	1	9%	-9	-13%	126%[activator]	-6
O=C(Nc1ccc(S(=O)(=O)Nc2ccccn2)cc1)c1cccc(Cl)c1	8%	-5	x	1	-1%	-55%	23
COc1cc(CC(=O)OCC(=O)c2ccc[nH]2)cc(OC)c1OC	-12%	x	x	x	x	-13%	-9
Cn1c(C(=O)N2CCN(C(=O)c3ccco3)CC2)cc2c(=O)n(C)c3ccccc3c21	-11%	-1	-13%	-17	-1%	37%	34

# Nothing new here: 3 of the compounds above.
structure	AMA1-RON2 inh	CHX counter	FBPA Giardia inh	Shiga toxin inh	AmpC inh detg	AmpC no deterg	HCMV antiviral
COC(=O)c1sc(N)c(C(=O)OC)c1COC(=O)[C@@H](NS(=O)(=O)c1cccc(Cl)c1)C(C)C	0%	-2	1%	-8	u	-12%	-36
CCOc1ccc2[nH]c(=O)c(CN(CCN3CCCC3)C(=S)Nc3ccccc3OC)cc2c1	-7%	-5	-6%	-7	12%	89%[activator]	-2
COc1ccc(N(CC(=O)NN=C2CCCCCCC2)S(=O)(=O)c2ccccc2)cc1Cl	-2%	6	-1%	8	-5%	-9%	-21

# More records:
structure	AMA1-RON2 inh	CHX counter	FBPA Giardia inh	Shiga toxin inh	AmpC inh detg	AmpC no deterg	HCMV antiviral
Cc1cc(-c2csc(NC(=O)c3ccc(C#N)cc3)n2)c(C)n1Cc1ccco1	-2%	-3	-12%	-5	-5%	u	-11
O=C(COC(=O)C1COc2ccccc2O1)Nc1cccc(F)c1 (stereo unspecified)	-4%	x	x	x	-1%	-25%	-28
Cn1nc(C(=O)N2CCN(c3ccc([N+](=O)[O-])cc3)CC2)c2c1-c1ccccc1S(=O)(=O)C2	-4%	-4	-15%	12	u	-22%	x
O=C(Nc1ccc(S(=O)(=O)N2CCOCC2)cc1)c1cc(-c2cc(Cl)ccc2O)n[nH]1	83%[activator]	-2	0%	-7	11%	-23%	-65*
CCOC(=O)c1sc2nc(CN3CCN(c4cccc(C(F)(F)F)c4)CC3)[nH]c(=O)c2c1C	10%	-1	2%	-18	0%	-31%	u
O=C(OCc1cnc(Cl)s1)c1cccs1	-15%	3	5%	-7	-10%	-19%	-32
COC(=O)C1=C(c2ccc(-c3ccccc3)c(F)c2)C[C@@H]2CC[C@H]1N2C(=O)N1CCCCC1	-6%	x	x	x	-9%	125%[activator]	-75*
CCC(=O)Nc1nnc(S(=O)(=O)N(C)c2ccccc2)s1	10%	-1	-1%	42	-10%	-13%	-10
COc1cc(C(C)=O)ccc1COc1ccc(C(=O)OCC(=O)NC(C)(C)C)cc1OC	-2%	-2	-1%	-13	-12%	97%[activator]	-36
COc1ccccc1Nc1nc(N)nc(CCl)n1	36%[activator]	21*	10%	39*	-1%	-2%	u
CCOC(=O)C1CCCN(S(=O)(=O)c2cc(OCC(N)=O)c(C)cc2Cl)C1 (stereo unspecified)	2%	-2	0%	-11	1%	71%[activator]	6
O=C(/C=C/c1ccc(-c2cccc([N+](=O)[O-])c2)o1)N1CCOCC1	-18%	31*	0%	146*	3%	31%	-61*
O=C1CCCCCN1CSc1nc2ccccc2s1	-6%	-3	u	-4	-7%	8%	-20
Cc1ccc(C2CC2C(=O)NNC(=S)Nc2cccc(C)c2)cc1 (stereo unspecified)	51%[activator]	-2	-5%	12	-3%	-29%	14
CC(C)(C)OC(=O)N[C@@H](Cc1ccccc1)c1nnc(SCC(N)=O)o1	99%[activator]	-3	-3%	-9	-6%	-7%	3
CCCn1c(CC)nc([N+](=O)[O-])c1Sc1ccc(C)cc1	-2%	5	1%	-32	-7%	35%	-20
Cn1nnnc1SCc1nnc(-c2ccc(Cl)cc2)o1	14%	29*	5%	56*	2%	3%	35
C=CCn1c(SCC(=O)N2CCCC2)nc2c([nH]c3ccccc32)c1=O	11%	1	4%	-7	-7%	-20%	43
CCN(CC)S(=O)(=O)c1ccc2[nH]c(=O)cc(C(=O)Nc3ccc(C)cc3)c2c1	-2%	2	4%	9	-19%	-28%	-18
O=c1oc(-c2ccc(O)c(O)c2)cc2cc(O)cc(O)c12	-17%	x	x	x	x	-34%	113

# (continued)
structure	AMA1-RON2 inh	CHX counter	FBPA Giardia inh	Shiga toxin inh	AmpC inh detg	AmpC no deterg	HCMV antiviral
O=C(Cc1ccc(Cl)cc1)NCC(=O)N1CCN(c2ccccc2)CC1	-14%	-2	x	-8	2%	27%	u
CC(C)c1ccc(NC(=O)C2CCN(c3ncnc4c3nc3n4CCCCC3)CC2)cc1	18%	-4	-12%	1	u	-3%	-26
CCOc1ccc(CNC(=O)CCc2cn(Cc3ccccc3)c3ccccc23)cc1	0%	-3	-1%	20	-13%	-41%	73
CC(C)(C)C(C(=O)Oc1ccccc1)c1ccccc1 (stereo unspecified)	12%	x	x	x	1%	-11%	1
CN1N=C(C(F)(F)F)CC1=O	8%	-3	-4%	5	-8%	-20%	-8
Cc1ccc(S(=O)(=O)CCC(=O)Nc2nc(C(C)(C)C)cs2)cc1	-1%	1	6%	5	4%	-10%	-20
COc1ccc(CCNC(=O)CSc2nnc3ccc(-c4cccnc4)nn23)cc1	-2%	-5	4%	-9	u	-6%	-32
c1csc(-c2ccnc3ncnn23)c1	-8%	-2	2%	-6	-7%	-29%	-7

# Source: PubChem
